Bioassay records deposited in PubChem by National Center for Advancing Translational Sciences (NCATS).
Pol III holo inh – blocks replication by bacterial DNA polymerase III holoenzyme. reconstituted DNA polymerase III holoenzyme replication, biochemical. Potency, µM (doses to about 57.1 µM), inactives show top-dose activity change, negative = inhibition. hit rate 0.25% among 71,000. AID 603; also: potency is read from the fitted curve at half-maximal effect; % is scaled to controls: 0 for no effect and ±100 for the full control effect
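Reconstituted *E. coli* holoenzyme (0.35 nM Pol III, 1 nM beta, 154 nM SSB, 2 nM primase) was preincubated with compound for 15 min at RT. Synthesis on 1.4 nM ssM13Gori ran 35 min, then was stopped with PicoGreen/EDTA and read as dsDNA fluorescence.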
Rhodamine fluor – compound fluoresces in the rhodamine spectral region; hit rate 0.05% among 59,000; max dye-equivalent concentration, M; Rhodamine-region fluorescence, 547/598 nm, Tris buffer; active compounds read high; AID 594; in the data active = max dye-equivalent concentration above about 11 nM; inconclusive = between about 1.1 nM and that limit
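qHTS spectral profiling of compounds without any target or enzyme present, in pH 8.0 Tris buffer; plates were read after a 15-minute room-temperature incubation using the rhodamine-region filter set.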
GFP derepression – epigenetic modulators derepressing GFP locus in mouse cells; mouse C127i GFP locus derepression, cytometry, 30 h; Potency, µM (series often up to 46.1 µM), for inactives: at the top dose GFP derepression (activation); hit rate 0.09% among 68,000; AID 597; also: % of control where 0% means no effect
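Murine C127i mammary cells carrying a silenced, stably integrated CMV-driven GFP reporter were treated with compound for 30 hours at 37 C. After PBS washes, GFP-positive cells were counted by laser-scanning microplate cytometry.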
15-hLO inh – inhibitors of human 15-lipoxygenase (ALOX15); Potency, µM (titrated, usually from 57.1 µM), for inactives: top-dose activity change, negative = inhibition, usual class: inhibitors; hit rate 1.4% among 74,000; purified 15hLO-1, xylenol orange hydroperoxide absorbance; also: potency is read from the fitted curve at half-maximal effect; % is scaled to controls: 0 for no effect and ±100 for the full control effect; nearly all actives have a fitted effect of over 55% in size
Target sequence (P16050 whole entry, looked up): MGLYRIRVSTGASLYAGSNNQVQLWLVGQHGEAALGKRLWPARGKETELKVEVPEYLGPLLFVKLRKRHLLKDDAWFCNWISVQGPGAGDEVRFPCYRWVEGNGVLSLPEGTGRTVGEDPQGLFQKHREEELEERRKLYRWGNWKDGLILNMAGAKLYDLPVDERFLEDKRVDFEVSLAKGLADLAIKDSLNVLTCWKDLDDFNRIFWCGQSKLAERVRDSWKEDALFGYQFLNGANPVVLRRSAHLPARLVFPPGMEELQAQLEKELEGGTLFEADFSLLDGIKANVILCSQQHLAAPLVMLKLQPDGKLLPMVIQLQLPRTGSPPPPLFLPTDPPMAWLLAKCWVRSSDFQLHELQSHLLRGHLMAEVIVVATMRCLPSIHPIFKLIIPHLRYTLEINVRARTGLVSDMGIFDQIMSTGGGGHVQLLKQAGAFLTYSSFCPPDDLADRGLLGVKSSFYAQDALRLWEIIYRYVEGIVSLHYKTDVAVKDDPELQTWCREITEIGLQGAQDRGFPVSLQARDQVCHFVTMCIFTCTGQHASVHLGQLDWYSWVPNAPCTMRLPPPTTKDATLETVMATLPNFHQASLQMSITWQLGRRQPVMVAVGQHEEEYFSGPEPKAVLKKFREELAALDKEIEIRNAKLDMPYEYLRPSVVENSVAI
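Readout: Fe(III)-xylenol orange absorbance, 573-to-405 nm ratio as reaction progress. Enzyme 40 nM purified human 15hLO-1, substrate 50 uM arachidonic acid, 6 min RT after 15 min compound preincubation; Hepes pH 7.5 buffer with Triton X-100.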
Hsp90 Hop PPI – changes Hsp90-Hop TPR2A binding signal, up or down | AlphaScreen TPR2A-His6 binding biotin-Hsp90 C-terminal peptide | hit rate 0.44% among 71,000 | Potency, µM (highest dose often 57 µM), for the others: at the top dose activity change, negative = inhibition | AID 595; active = well fitted curve in either direction with a large enough effect; inconclusive = small, poorly fitted or top-dose-only effect, or another doubt; also: potency is read from the fitted curve at half-maximal effect; % is scaled to controls: 0 for no effect and ±100 for the full control effect; many of its hits are not listed in these tables
Fluorescein autfl – compound fluoresces in the fluorescein spectral region | max fluorescein-equivalent concentration, M | Compound autofluorescence, 480/540 nm, fluorescein-equivalent; active compounds read high | hit rate 0.91% among 59,000 | AID 593; in the data active = max fluorescein-equivalent concentration above about 10 nM; inconclusive = between about 1.1 nM and that limit
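Compounds (23 nL) in 100 mM Tris pH 8.0, 15 min at room temperature, then fluorescence read at 480 nm excitation/540 nm emission. Signal converted to fluorescein-equivalent concentration from an on-plate fluorescein standard curve.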
4MU fluor – compound fluoresces in the 4-MU spectral region | compound autofluorescence, 340/450 nm, 4-MU equivalents; active compounds read high | max dye-equivalent concentration, M | hit rate 11% among 59,000 | AID 589; in the data active = max dye-equivalent concentration above about 10 nM; inconclusive = mostly about 1.1 nM to 9.6 nM
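Intrinsic fluorescence at 340/450 nm (ex/em) was read after 15 min at room temperature in pH 8.0, 100 mM Tris. Each compound concentration expressed as 4-MU-equivalent concentration from a six-point 4-MU standard series on each plate.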
HADH2 inhib – HADH2 (human) dehydrogenase inhibition; Q99714; Potency, µM (doses to about 57.1 µM), inactives show top-dose activity change, negative = inhibition, usual class: inhibitors; recombinant HADH2, NADH fluorescence, beta-hydroxybutyryl-CoA; hit rate 3.4% among 73,000; also: potency is read from the fitted curve at half-maximal effect; % is scaled to controls: 0 for no effect and ±100 for the full control effect; nearly all actives have a fitted effect of over 60% in size; many of its hits are not listed in these tables
Target sequence (Q99714 whole entry, looked up, one chain of several): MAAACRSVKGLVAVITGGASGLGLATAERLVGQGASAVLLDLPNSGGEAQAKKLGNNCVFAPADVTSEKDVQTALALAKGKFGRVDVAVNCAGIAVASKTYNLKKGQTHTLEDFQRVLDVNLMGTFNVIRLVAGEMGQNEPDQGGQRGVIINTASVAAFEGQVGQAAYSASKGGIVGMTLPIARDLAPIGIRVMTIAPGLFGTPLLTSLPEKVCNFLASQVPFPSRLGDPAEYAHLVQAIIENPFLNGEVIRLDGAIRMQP
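20 nM HADH2 + cpd, 15 min RT; add 1 mM NAD+/90 uM beta-hydroxybutyryl-CoA; kinetic fluorescence 360/450 nm, 4 min. Tris-HCl pH 9.0, 0.01% Tween-20.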
Texas Red fluor – compounds fluorescent in Texas Red spectral region; max dye-equivalent concentration, M; AID 587; Compound fluorescence, Texas Red channel, 547/618 nm; active compounds read high; hit rate 0.06% among 59,000; in the data active = max dye-equivalent concentration above about 10 nM; inconclusive = between about 1.1 nM and that limit
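Fluorescence at ex 547/em 618 nm, normalized against an on-plate Texas Red standard series to give dye-equivalent concentration per compound concentration. Buffer 100 mM Tris, pH 8.0; 15 min RT incubation before CCD imaging.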
HBB splice mod – hemoglobin beta splicing modulation; HBB splicing reporter cell assay, activation; EGFP reporter with mutant IVS2-654 intron; response scale: normalised to 500 nM splice-correcting PNA; Potency, µM (doses to about 46.1 µM), for the others: at the top dose activation, usual class: activators; hit rate 0.06% among 65,000; AID 925; also: potency is read from the fitted curve at half-maximal effect; 0% is about no effect
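HeLa cells stably expressing EGFP interrupted by mutant beta-globin intron 2 (IVS2-654), 500/well in 2% FCS. Treated with compound for 2 days at 37C. Splicing correction scored as total well GFP intensity (488 nm excitation, 500-520 nm emission); 500 nM antisense PNA served as control.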
Ub-GFP proteasome – ubiquitin-GFP accumulation via proteasome inhibition. Potency, µM (doses to about 45.9 µM), inactives show at the highest dose activation (GFP accumulation), actives largely listed as activators. Ubiquitin-GFP reporter cells, proteasome inhibition, GFP fluorescence; response scale: untreated = 0%, 10 µM MG-132 = 100%. 67,000 tested, under 10 active; active = well fitted activation curve with a large enough effect, not every such curve was filed as active; inconclusive = small, poorly fitted or top-dose-only effect, or another doubt; inactive = no such curve, though single readings can be large or run the other way; also: potency is read from the fitted curve at half-maximal effect
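GFP accumulation read-out: laser plate cytometry counting ubiquitin(G76V)-GFP-expressing U2OS cells after 4 hr compound exposure at 37 °C. Titrations spanned 46 uM to 2.9 nM; 0% = basal, 100% = 10 uM MG-132; concentration-response curves fitted.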
Numbers without * were called inactive; i = inactive; ? = inconclusive; / = no result given; [ ] = dose if it differs, or a comment. Unless noted, calls follow the shape of the dose curve; as a rule, active = well fitted curve in the direction sought with a large enough effect; inconclusive = small, poorly fitted or top-dose-only effect, or another doubt; inactive = no such curve, though single readings can be large; an effect the other way counts as inactive or inconclusive.

entry	mol	Pol III holo inh	GFP derepression	Texas Red fluor	Hsp90 Hop PPI	Fluorescein autfl	Rhodamine fluor
1	Cc1cccc(NC(=O)c2ccc(S(=O)(=O)N(C)C)cc2)c1	-4%	/	/	2%	/	/
2	COc1ccccc1NC(=O)N(CCN(C)C)Cc1cc2cc(C)ccc2[nH]c1=O	-6%	4%	i	-4%	i	i
3	CCOC(=O)Cc1nnc(NC(=O)c2ccco2)s1	12%	0%	i	-10%	?	i
4	CCOC(=O)C1(c2ccccc2)NC(c2ccc(N(C)C)cc2)C2C(=O)N(C)C(=O)C21 (stereo unspecified)	0%	-4%	i	-4%	i	i
5	CCOc1ccccc1NC(=O)c1ccccc1N(C)S(C)(=O)=O	-1%	0%	?	-3%	i	i
6	Cc1cc(NC(=O)c2noc3c2CCc2ccccc2-3)no1	1%	/	/	-5%[2.3 µM]	/	/
7	CCCc1cc(C(=O)NCC(C)C)no1	5%	2%	/	-4%	/	/
8	c1ccc(-c2nc[nH]c2-c2ccccc2)cc1	-4%	0%	i	-6%	?	i
9	COC(=O)c1ccccc1NC(=O)Cn1nc(C(F)(F)F)c2c1CCC2	-5%	0%	i	9%	?	i
10	COC(=O)c1cc2ccsc2n1CC(=O)Nc1cc(Cl)ccc1OC	5%	0%	i	0%	i	i
11	C=CCn1c(-c2ccccc2)c[nH]c1=S	-4%	-2%	i	-6%	i	i
12	Cc1ccc(C(=O)N2CCN(C(=O)CN3CCCC3)C2)cc1	-8%	0%	i	0%	i	i
13	CCN(CC)c1ccc(NC(=O)COc2ccc(C)cc2)cc1	-14%	0%	/	-12%	/	/
14	CCSc1nnc(NC(=O)c2c(-c3ccccc3Cl)noc2C)s1	-2%	0%	/	3%	/	/
15	CCCCN(CC)CCNc1c(NC2CCN(C(=O)OCC)CC2)c(=O)c1=O	-3%	/	/	-4%[2.3 µM]	/	/

entry	Ub-GFP proteasome	4MU fluor	HBB splice mod	15-hLO inh	HADH2 inhib
1	-2%	/	-0.6%	12%	-6%
2	-3%	i	-0.5%[57.5 µM]	-4%	-1%
3	1%	i	3.2%[57.5 µM]	1%	-7%
4	5%	i	/	-20%	3%
5	-1%	i	0.8%	-1%	0%
6	-4%	/	0.2%	5%	6%
7	-3%	/	0.7%	17%	9%
8	-1%	i	-0.4%	-1%	-14%
9	-2%	i	-0.1%	1%	11%
10	-3%	?	-0.5%	-9%	8%
11	3%	i	/	-10%	?
12	-4%	i	/	-6%	-2%
13	7%	/	-2.2%	-22%	2%
14	11%	/	0.3%	3%	4%
15	-7%	/	-1.8%	-17%	6%

(further entries)
entry	mol	Pol III holo inh	GFP derepression	Texas Red fluor	Hsp90 Hop PPI	Fluorescein autfl	Rhodamine fluor
16	CC(=O)Nc1nonc1-c1nc2ccccc2n1CC1CC1	-5%	2%	i	-2%	?	i
17	CC(C)OP(=O)(c1ccc(N(C)C)cc1)C(O)c1ccncc1 (stereo unspecified)	-1%	-2%	i	-1%	i	i
18	COc1cccc(C2/C(=C(\O)c3c(C)nc4c(C)cccn34)C(=O)C(=O)N2CCCN(C)C)c1 (stereo unspecified)	-5%	0%	i	-2%	i	i
19	CCOc1cc(C)c(Cl)cc1S(=O)(=O)N(C)C	1%	-2%	?	5%	?	i
20	CCCN1C2CCCC1CC(NC(=O)c1ccccc1OCC)C2 (stereo unspecified)	-2%	0%	i	-6%	i	i
21	Cc1ccc(C(=O)N2CCN(C(=O)CN3CCOCC3)C2)cc1	-1%[11.4 µM]	3%	/	-4%[11 µM]	/	/
22	CCOC(=O)N1CCN(CCC(=O)Nc2ccc(OC(F)(F)F)cc2)CC1	0%	-3%	i	3%	i	i
23	CCOC(=O)Cn1c(=O)c2c(nc3n2CCS3)n(C)c1=O	-6%	-1%	i	-4%	i	i
24	Cc1ccc(Cn2nnc3c(=O)[nH]c(C4CCN(S(=O)(=O)c5ccc(C)cc5)CC4)nc32)cc1	-3%	0%	i	-6%	i	i
25	CC1C2CC(C(S(=O)(=O)N3CCOCC3)C2=O)C1(C)C (stereo unspecified)	1%	0%	i	-11%	i	i
26	CN(C)P(=NC(=O)COc1ccc(Cl)cc1Cl)(N(C)C)N(C)C	-8%	-1%	i	-3%	i	i
27	Cc1ccc(S(=O)(=O)C2(C(=O)Nc3ccc4c(c3)OCO4)CC2)cc1	3%	/	/	?	/	/
28	Cn1c(=O)c2c(SCC(=O)N3CCOCC3)nc(CC(C)(C)C)nc2n(C)c1=O	-7%	/	/	-3%	/	/
29	COc1ccc(OC)c(C(C(=O)NCc2ccco2)N(C(=O)Cn2nnc3ccccc32)C2CC2)c1 (stereo unspecified)	10%	-1%	?	-7%	i	i
30	O=C(Nc1nccs1)c1cc2sccc2n1Cc1ccc(F)cc1	-3%	0%	i	-1%	i	i

entry	Ub-GFP proteasome	4MU fluor	HBB splice mod	15-hLO inh	HADH2 inhib
16	-9%	i	-1.3%	3%	?
17	13%	1.9e-08M*	1.9%[1.84 µM]	0%	2%
18	2%	i	1.0%	5%	-13%
19	12%	i	-0.6%	13%	4%
20	5%	?	/	1%	8%
21	-14%[9.17 µM]	/	7.2%[0.0738 µM]	6%[11.4 µM]	12%[11.4 µM]
22	5%	i	-1.6%	5%	0%
23	3%	?	/	11%	11%
24	-2%	i	/	-16%	-4%
25	11%	i	0.7%	19%	3%
26	1%	i	-0.9%	-7%	25%
27	-9%	/	-0.3%	-6%	9%
28	2%	/	-0.1%	1%	2%
29	-1%	i	0.2%	-5%	10%
30	1%	i	/	8%	?

Sorted by molecular weight (rising): some entries from above.
entry	mol	Pol III holo inh	GFP derepression	Texas Red fluor	Hsp90 Hop PPI	Fluorescein autfl	Rhodamine fluor
3	CCOC(=O)Cc1nnc(NC(=O)c2ccco2)s1	12%	0%	i	-10%	?	i
26	CN(C)P(=NC(=O)COc1ccc(Cl)cc1Cl)(N(C)C)N(C)C	-8%	-1%	i	-3%	i	i
18	COc1cccc(C2/C(=C(\O)c3c(C)nc4c(C)cccn34)C(=O)C(=O)N2CCCN(C)C)c1 (stereo unspecified)	-5%	0%	i	-2%	i	i

entry	Ub-GFP proteasome	4MU fluor	HBB splice mod	15-hLO inh	HADH2 inhib
3	1%	i	3.2%[57.5 µM]	1%	-7%
26	1%	i	-0.9%	-7%	25%
18	2%	i	1.0%	5%	-13%

Remaining list, next part.
entry	mol	Pol III holo inh	GFP derepression	Texas Red fluor	Hsp90 Hop PPI	Fluorescein autfl	Rhodamine fluor
31	Cc1cc(C(=O)CSc2nncs2)c(C)n1-c1ccc2c(c1)OCO2	0%	0%	i	-10%	?	i
32	O=C(CC1Nc2ccccc2NC1=O)c1ccccc1 (stereo unspecified)	2%	0%	/	9%	/	/
33	Cc1nc2ccccn2c1/C(O)=C1\C(=O)C(=O)N(CCN2CCOCC2)C1c1ccncc1 (stereo unspecified)	-4%	0%	?	-4%	i	i
34	O=C(c1cc2ccccn2n1)N1CCN(c2ccccn2)CC1	-6%	-9%	/	-2%	/	/
35	COc1ccc(N(CC(=O)NC2CCCC2)C(=O)CCC(=O)Nc2cc(C)on2)c(OC)c1	2%	-1%	?	-4%	?	i
36	CN1C=CC2=C(C#N)C(N)C(C#N)(C#N)C(c3ccccc3)C2C1 (stereo unspecified)	4%	-3%	i	-8%	3.3e-08M*	i
37	CC(C)N1CCN(c2ccc(OC[C@@H]3CO[C@@](Cn4cncn4)(c4ccc(Cl)cc4Cl)O3)cc2)CC1	-4%[25.6 µM]	-3%[20.6 µM]	?	-9%[26 µM]	?	i
38	CC(C)C(C)C	1%	/	/	2%	/	/
39	COc1ccc(OC)c(NC(=O)CSCc2cnn(-c3ccccc3)c2-n2cccc2)c1	2%	4%	i	5%	i	i
40	Cn1c(=O)c2c(nc(NCCCO)n2Cc2cccc(C(F)(F)F)c2)n(C)c1=O	/	-5%[20.6 µM]	i	/	?	i
41	CC(C)(C)NC(=O)Cn1nnnc1-c1nonc1N	-11%	2%	i	0%	i	i

entry	Ub-GFP proteasome	4MU fluor	HBB splice mod	15-hLO inh	HADH2 inhib
31	1%	i	-2.5%[57.5 µM]	-24%	4%
32	-3%	/	6.4%	?	-22%
33	8%	i	2.1%	-1%	-7%
34	-5%	/	0.3%	2%	8%
35	4%	i	-1.3%	-5%	6%
36	5%	1.5e-06M*	/	?	?
37	-4%[20.5 µM]	i	2.2%[20.6 µM]	-2%[25.6 µM]	-2%[25.6 µM]
38	/	/	0.0%	2%	?
39	9%	i	0.6%	-14%	-6%
40	/	i	/	/	/
41	-2%	i	/	13%	-2%

Only part of the results is shown; count on the stated rates, not on these rows.
